# SENP6 block – SENP6 protease inhibitors, primary screen, biochemical, luminescence, uHTS | Recombinant SENP6 catalytic domain, aminoluciferin luminescence | inhibition, % at 10 µM | 330,000 compounds, 1.8% hits | AID 2599, 2010;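 active means inhibition above about 50% at the single tested dose, limit read from the data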;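 further: plate controls were DMSO wells with enzyme for no effect and DMSO wells lacking enzyme for full effect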
# APOBEC3G inh – APOBEC3G DNA deaminase inhibitors, primary screen, biochemical, fluorescence, single-stranded DNA substrate, uHTS; inhibition, % at 20 µM; AID 493012, 2011; DNA dC->dU-editing enzyme APOBEC-3G (Homo sapiens), Q9HC16; recombinant A3G, ssDNA deamination FAM/TAMRA fluorescence; 330,000 compounds, 0.28% hits;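 active means inhibition of at least 40% at 20 µM, with no more than 30% in the related APOBEC3A deaminase screen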;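 further: plate controls were DMSO wells with A3G for no effect and wells lacking A3G enzyme for full effect; some compounds called inactive have numbers as strong as hits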
# Target sequence (Q9HC16 whole entry, looked up): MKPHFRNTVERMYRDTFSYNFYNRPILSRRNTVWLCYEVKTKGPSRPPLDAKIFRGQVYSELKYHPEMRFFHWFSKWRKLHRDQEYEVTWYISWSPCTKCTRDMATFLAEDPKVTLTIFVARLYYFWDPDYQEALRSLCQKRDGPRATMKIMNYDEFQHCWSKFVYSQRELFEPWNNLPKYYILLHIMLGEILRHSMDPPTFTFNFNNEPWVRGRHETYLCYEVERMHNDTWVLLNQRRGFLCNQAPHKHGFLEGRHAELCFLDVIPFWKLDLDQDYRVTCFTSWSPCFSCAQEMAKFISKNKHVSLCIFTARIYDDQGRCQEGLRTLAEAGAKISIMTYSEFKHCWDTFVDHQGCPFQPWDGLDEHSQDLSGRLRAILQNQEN
# SENP7 inh – SENP7 protease inhibitors, primary screen, biochemical, luminescence, uHTS; recombinant SENP7, Z-RLRGG-aminoluciferin luminescence, 40 min; inhibition, % at 5 µM; AID 434973, 2010; 330,000 compounds, 1.5% hits;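 active means inhibition above about 50% at the single test dose, limit read from the data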;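 further: plate controls were DMSO with enzyme for no effect and no enzyme buffer wells for full effect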
# Target sequence (Q9BQF6 706-1050 limits assumed): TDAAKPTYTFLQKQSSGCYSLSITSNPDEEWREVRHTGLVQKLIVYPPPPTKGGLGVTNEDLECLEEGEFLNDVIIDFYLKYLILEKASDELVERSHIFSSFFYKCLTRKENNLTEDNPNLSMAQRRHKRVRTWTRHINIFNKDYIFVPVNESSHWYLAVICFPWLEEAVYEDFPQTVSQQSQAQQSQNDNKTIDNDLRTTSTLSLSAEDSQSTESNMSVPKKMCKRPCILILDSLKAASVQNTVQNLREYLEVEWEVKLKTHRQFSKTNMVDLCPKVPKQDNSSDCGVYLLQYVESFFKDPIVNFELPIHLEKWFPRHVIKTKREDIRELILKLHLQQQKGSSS
# UBC13 inh – UBC13 polyubiquitin chain formation inhibitors, primary screen, biochemical, TR-FRET, uHTS. inhibition, % at 20 µM. 330,000 compounds, 0.47% hits. AID 485273, 2010; in the data active means inhibition above about 45%, passing the limit was not always enough; inconclusive means no clear call, values can overlap the other calls
# Target sequence (P61088 whole entry, looked up): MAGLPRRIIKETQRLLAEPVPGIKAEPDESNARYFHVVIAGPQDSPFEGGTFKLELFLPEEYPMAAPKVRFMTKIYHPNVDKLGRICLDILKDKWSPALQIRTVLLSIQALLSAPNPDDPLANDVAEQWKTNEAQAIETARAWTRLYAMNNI
# Apaf1 inhib – inhibitors of human Apaf-1 apoptosome, primary screen, biochemical, DEVD-Rh110 fluorescence, uHTS | Apoptotic protease-activating factor 1 (Homo sapiens), O14727 | reconstituted apoptosome caspase-3 activity | inhibition, % at 20 µM | 330,000 compounds, 0.71% hits | AID 489030, 2010; active means inhibition of at least 40% at 20 µM;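 further: plate controls were DMSO wells for no effect and DEVD-CHO caspase inhibitor wells for full effect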
#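 detection = Rh110 fluorescence intensity | test system = biochemical Apaf-1 apoptosome reconstitution | also added = cytochrome c and DEVD-Rh110 substrate | schedule = 30 min plus 50 min, RT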
# SENP8 block-1 – human SENP8 protease inhibitors, primary screen, biochemical, fluorescence, Nedd8 protein substrate, uHTS. recombinant SENP8. inhibition, % at 20 µM. 360,000 compounds, 0.64% hits. AID 602440, 2012; in the data active means inhibition mostly above about 40%, no sharp cut-off; inactive means mostly below about 27%
# SENP1 inh – human SENP1 catalytic domain inhibitors, primary screen, biochemical, FRET, uHTS. Sentrin-specific protease 1 (Homo sapiens), Q9P0U3. 360,000 compounds, 0.21% hits. recombinant SENP1 catalytic domain, CyPet-SUMO1-YPet FRET cleavage. inhibition, % at 10 µM. AID 624204, 2012;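 active means inhibition at least 30% at 10 µM, raw YFP signal under a set limit, fluorescence ratio 0.5 to 1.5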;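 further: 0% = enzyme with DMSO and 100% = no enzyme wells; some results filed as inactive read as strong as hits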
#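 system = hSENP1 catalytic domain, recombinant | reagent = SFCypet-SUMO1-SFYpet substrate at 25 nM | doses = one dose per compound, 10 µM, 0.5% DMSO | incubation = enzyme reaction for 50 min at room temperature, dark | measured by = FRET, CFP and YFP emission | controls = no-enzyme low, enzyme-DMSO high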
# SENP8 block-2 – SENP8 protease inhibitors, primary screen, biochemical, luminescence | Sentrin-specific protease 8 (Homo sapiens), Q96LD8 | purified SENP8, Z-RLRGG-aminoluciferin cleavage | inhibition, % at 10 µM | 330,000 compounds, 1.2% hits | AID 2540, 2010; in the data active means inhibition above about 50%
# Starred values were filed as active, the others as inactive; u = inconclusive; x = no result given. The order is random. About 3.6% of those tested had a hit in this group.
# The first 5 entries (preview)
SMILES,SENP6 block,APOBEC3G inh,SENP7 inh,UBC13 inh,Apaf1 inhib,SENP8 block-1,SENP1 inh,SENP8 block-2
Cc1cc(C)cc(OCC(=O)OCC(=O)NC2CCCC2)c1,-2.1,-7.2,6.1,-4.5,2.3,21.5,1.7,12.3
Cc1ccc(Sc2nc(-c3ccccc3)nnc2C(F)(F)F)cc1,-6.2,-1.7,-2.8,5.3,-2.9,28.7,1.6,2.4
O=C(CS(=O)(=O)Cc1ccccc1)N1CCN(C(=O)c2ccco2)CC1,8.7,1.1,-0.9,5.7,-11.8,14.5,-2.1,2.1
CCN(CC)S(=O)(=O)c1cccc(C(=O)N/N=C(\C)c2ccc(O)cc2O)c1,-7.6,-41.3,-0.7,25.5,-6.9,-91.6,-36.8,3.6
Fc1ccccc1N1CCN(C2CCCN(Cc3cccc(C(F)(F)F)c3)C2)CC1 (configuration not stated),5.8,-2.6,-0.8,7.3,12.1,-3.1,1.0,-10.5

# Results, from the first entry:
SMILES,SENP6 block,APOBEC3G inh,SENP7 inh,UBC13 inh,Apaf1 inhib,SENP8 block-1,SENP1 inh,SENP8 block-2
Cc1cc(C)cc(OCC(=O)OCC(=O)NC2CCCC2)c1,-2.1,-7.2,6.1,-4.5,2.3,21.5,1.7,12.3
Cc1ccc(Sc2nc(-c3ccccc3)nnc2C(F)(F)F)cc1,-6.2,-1.7,-2.8,5.3,-2.9,28.7,1.6,2.4
O=C(CS(=O)(=O)Cc1ccccc1)N1CCN(C(=O)c2ccco2)CC1,8.7,1.1,-0.9,5.7,-11.8,14.5,-2.1,2.1
CCN(CC)S(=O)(=O)c1cccc(C(=O)N/N=C(\C)c2ccc(O)cc2O)c1,-7.6,-41.3,-0.7,25.5,-6.9,-91.6,-36.8,3.6
Fc1ccccc1N1CCN(C2CCCN(Cc3cccc(C(F)(F)F)c3)C2)CC1 (configuration not stated),5.8,-2.6,-0.8,7.3,12.1,-3.1,1.0,-10.5
CC(c1nnc(SCC(=O)N2CC(=O)Nc3ccccc32)n1Cc1ccccc1)N(C)C (configuration not stated),-5.1,2.4,-8.4,-2.0,-1.7,21.3,0.9,2.3
Cc1noc(C)c1C(=O)N(CC(=O)Nc1ccccc1Br)Cc1ccco1,-6.1,-8.6,0.7,-1.9,-7.3,8.8,-0.1,5.6
Cc1ccc(-n2nnnc2-c2nc3ccccc3s2)cc1,-8.7,-0.5,-0.6,4.3,8.5,2.7,0.7,-0.8
COc1ccc(C)cc1N(CC(=O)Nc1cccnc1)S(=O)(=O)c1ccc(C)cc1,-1.7,-10.6,3.0,3.0,-9.5,17.0,2.4,-0.7
CC1CN(C(=S)Nc2cccc(Cl)c2Cl)CC(C)O1 (configuration not stated),-9.1,0.5,-6.9,-0.6,-6.8,3.7,6.3,2.2
O=C(c1cc(S(=O)(=O)N2CCCCC2)ccc1Cl)N1CCOCC1,-11.9,-6.6,1.9,-8.3,2.4,6.7,0.7,-14.6
Cc1ccc(Cl)cc1NC(=S)N1CCCCCC1,12.5,-4.7,0.3,6.9,-7.8,-0.5,8.2,-2.4
COCCNC(=O)c1ccccc1NC(=O)c1ccccc1N(C)S(C)(=O)=O,-8.6,-4.3,-5.0,-15.6,-0.8,9.5,0.4,-10.7
CCC(=O)NCCCc1nc(-c2ccccc2)no1,-7.0,-8.1,2.2,1.1,-9.3,13.1,-0.3,-3.3
Cc1ccc(Nc2c([N+](=O)[O-])ccc3c2=NC2(CCCCC2)N=3)cc1,22.8,3.1,0.2,-259.6,20.2,44.1*,5.6,6.8
Cc1cc(C)cc(N(C(=O)c2csnn2)C(C(=O)NC(C)(C)C)c2ccncc2)c1 (configuration not stated),-12.6,-3.1,-6.4,-11.1,1.6,2.4,0.1,-5.9
NC(=S)c1ncc(C(F)(F)F)cc1Cl,-0.2,-8.6,0.4,4.8,-10.9,3.2,-0.8,0.3
CC1(C)CC(=O)c2cc(OCC(=O)NCCCN3CCN(c4ccc(F)cc4)CC3)ccc2O1,-7.1,-2.4,-1.1,23.8,0.2,-297.7,-1.8,-11.6
O=C(CN1CCCC1c1cccs1)N1CCN(S(=O)(=O)c2cccc(F)c2)CC1 (configuration not stated),-18.5,0.5,7.4,10.9,6.6,11.6,-3.8,-5.8
Cc1nc(NC(=O)/C=C/c2ccccc2)sc1C(=O)Nc1ccc(Cl)cc1,-11.3,-5.3,-1.9,-4.6,-11.7,-151.8,-0.1,-6.9
Cc1cc(O)c(NC(=O)c2ccco2)cc1C,48.6,2.3,29.4,-3.9,2.2,15.8,2.5,5.6
O=C(NCCCn1ccnc1)c1ccc(-c2ccccc2)cc1,-13.8,-6.5,-1.7,4.6,-0.5,22.3,-1.4,4.9
O=c1ncn(-c2ccccc2F)c2ncccc12,0.0,-4.4,2.8,0.6,-3.7,-0.5,-0.5,4.7
CCCCNC(=O)CCCCC(=O)N/N=C/c1ccccc1Cl,-8.3,-2.7,-10.7,-10.9,-2.0,3.7,2.4,-15.9
CCNC(=O)NC(=O)C(C)OC(=O)CNS(=O)(=O)c1c(Cl)cc(Br)cc1Cl (configuration not stated),-28.8,-10.8,-8.4,-7.8,16.8,15.9,-0.8,-7.0
# Continued:
SMILES,SENP6 block,APOBEC3G inh,SENP7 inh,UBC13 inh,Apaf1 inhib,SENP8 block-1,SENP1 inh,SENP8 block-2
CCN(CC)CCn1c(=N)n(CC(O)c2ccc(OC)c(OC)c2)c2ccccc21 (configuration not stated),-17.2,0.4,7.0,-3.8,-2.0,18.6,1.0,8.1
Cc1ccc2oc(-c3cccc(NC(=O)/C=C/c4cccc([N+](=O)[O-])c4)c3C)nc2c1,-5.7,-6.9,1.5,2.2,7.8,-69.1,-19.1,-5.2
O=C(COc1ncnc2ccc(Br)cc12)Nc1ccc(N2CCOCC2)cc1,1.1,-1.4,2.1,0.7,12.2,8.8,-0.3,2.2
CC1(C)OC(=O)N(c2ccccc2)C12C=Cc1cc(Br)ccc1O2 (configuration not stated),-11.5,-3.4,-12.6,-16.6,26.9,8.0,1.1,-2.7
CC(=O)Nc1ccc(SCC(=O)NCCc2ccc(F)cc2)cc1,-22.6,-3.4,-11.8,-5.1,2.4,3.4,1.4,-4.5
Clc1cccc(-c2nnc(SCc3nc4ccccc4[nH]3)n2Cc2ccco2)c1,-23.5,-7.1,-3.3,5.8,15.9,-43.2,-37.7,-5.2
COc1ccc(OC)c(C(C[N+](=O)[O-])c2c(C)cc3ccccn23)c1 (configuration not stated),-19.4,1.9,-4.6,-11.2,11.1,-2.7,4.0,-0.7
CN1CCN(CC(=O)NC23CC4CC(CC(C4)C2)C3)CC1,-18.8,-8.3,-7.4,-8.8,-5.3,16.1,0.8,-4.3
CCOC(=O)N1CCN(Cc2cn3ccccc3n2)CC1,-17.1,-1.8,-4.1,-17.1,0.5,21.4,0.4,-9.3
COC(=O)Cn1c(=N)n(CCN2CCCCC2)c2ccccc21,3.0,-7.5,-2.1,2.2,3.4,18.8,0.9,0.2
CCN(CC(=O)Nc1c(F)cccc1F)C(=O)c1ccc2c(=O)n3c(nc2c1)CCC3,-13.9,-4.7,-7.5,4.3,-0.9,-103.2,1.1,-3.8
N#CCC(CNc1ncc(C(F)(F)F)cc1Cl)OC(=O)c1c(F)cccc1F (configuration not stated),3.8,-1.7,0.7,2.2,7.3,11.6,1.5,1.1
O=S(=O)(c1ccccc1)N1CCN(c2ncnc3scc(-c4ccccc4)c23)CC1,-17.5,-8.3,-2.5,-1.8,15.5,-5.0,-3.2,0.7
COc1ccc(C(=O)Nc2ccc(C)cn2)cc1S(=O)(=O)N1CCCc2ccccc21,-0.1,-11.1,-3.8,-9.2,-4.8,0.8,0.1,-0.9
Cc1ccccc1C(=O)c1cccn1CC(=O)NCc1ccc2c(c1)OCO2,-1.0,-3.2,2.3,-4.3,18.1,17.0,1.2,-0.3
COc1ccc(OC)c(CN2CCN(C(=O)c3cccs3)CC2)c1,-2.2,-0.3,5.2,1.5,-3.0,10.1,0.7,6.4
O=C(O)/C=C/C(=O)N(Cc1ccccc1)Cc1ccco1,-1.4,-0.6,3.0,0.8,1.0,1.9,3.7,3.4
CNc1ccccc1C(C)(C)c1cc(-c2cc(C)cc(C)c2)no1,2.7,1.0,-3.5,9.1,14.1,6.0,-8.9,7.5
Cc1ccc(CN2CCN(CCCc3ccccc3)CC2CCO)cc1 (configuration not stated),-2.5,-3.0,0.4,7.9,3.3,20.6,1.7,-0.1
Cc1c(-c2n[nH]c(=S)n2-c2ccc(C(F)(F)F)cc2)nnn1-c1ccccc1,2.1,-6.6,0.8,1.5,0.1,12.0,-0.5,1.8
Cc1cc(OC(=O)c2ccccc2F)c([N+](=O)[O-])c(=O)[nH]1,-26.4,1.4,11.9,-6.9,4.0,8.8,-1.0,-5.4
O=C(COC(=O)c1ccc(F)cc1Cl)NC1CCS(=O)(=O)C1 (configuration not stated),-4.2,-2.1,0.1,-4.1,-1.0,24.7,2.5,-1.2
O=C(c1ccc(-n2cccn2)cc1)N1CCc2ccccc2C1,-12.7,-7.3,-8.4,6.2,-12.6,22.0,1.4,-4.2
CC(C)(C)OC(=O)N1CCC(Cc2cc(-c3ccc(Cl)cc3)no2)(C(=O)O)CC1,-6.3,-13.8,1.1,-13.3,1.8,5.6,0.8,3.8
COc1ccc2c(c1)OC[C@H]1[C@H]2N2C(=O)c3cc(Br)ccc3NC(=O)[C@@]2(C)[C@H]1c1ccccc1,-3.7,-8.7,-1.1,u,-0.2,5.1,-0.1,-2.4
# The list continues:
SMILES,SENP6 block,APOBEC3G inh,SENP7 inh,UBC13 inh,Apaf1 inhib,SENP8 block-1,SENP1 inh,SENP8 block-2
COc1ccccc1N1C(=O)C2C(C(=O)c3ccccc3)=NN(c3ccccc3)C2C1=O (configuration not stated),16.0,-9.4,6.2,4.1,6.4,-196.5,-31.1,5.3
COC(=O)[C@@]1(C)[C@H]2C(=O)N(Cc3ccccc3)C(=O)[C@H]2[C@H]2CN=C(SCC3CC3)N21,x,16.0,-3.5,x,4.4,-0.5,0.4,x
COC1=C(C)C(O)=C(C(=O)/C=C/c2ccccc2)C(=O)C1(C)C,6.3,25.3,11.2,-17.0,15.4,14.0,0.2,-11.5
Cc1sc2nc(CSC(C)C(=O)NC3(C#N)CCCCC3)[nH]c(=O)c2c1C (configuration not stated),-11.7,-2.7,8.9,2.7,2.7,-31.0,17.0,-5.1
CCOC(=O)c1nn(-c2ccccc2F)c2nc(-c3ccco3)c(C#N)c(=O)n12,-8.9,-0.6,9.6,-0.8,-1.8,-321.2,-0.9,-9.8
COc1ccc(C(=O)Nc2ccc(Cl)cn2)cc1Cl,21.8,-3.0,8.3,6.3,-13.4,14.0,-0.1,12.6
COc1cc(S(=O)(=O)N2CCN(Cc3cccs3)CC2)ccc1NC(C)=O,3.9,-7.8,-6.7,-9.9,12.4,4.2,1.2,-9.7
CCc1ccc(NC(=O)CSc2ccc(-c3cccnc3)nn2)cc1,-20.2,-6.3,-0.6,-3.8,3.3,5.3,0.4,-12.9
CC1(c2ccco2)NC(=O)NC1=O (configuration not stated),-8.3,-4.1,-7.2,-7.6,-2.3,12.3,-1.2,-9.0
CC(C)CC(=O)N1CCN(c2ccc([N+](=O)[O-])c(NCc3ccccc3)c2)CC1,-11.9,0.3,2.8,-14.6,20.1,53.6*,1.9,-4.2
CCc1cc2c(=O)n(-c3ccc(C)cc3)cnc2s1,-19.1,-6.8,-17.6,2.3,11.4,19.8,-2.3,-12.0
